Bioassay records as filed in PubChem BioAssay.
ELG1 genotox: inducers of genotoxicity in HEK293T ELG1-luciferase cells. Potency, µM (doses to about 46 µM), for the others: top-dose activity change, positive = activation, most hits filed as activators. HEK293T ELG1-luciferase reporter, luminescence, 16 h. actives 1.3% (n = 330,000). AID 504466; note: % of control where 0% means no effect; nearly all actives have a fitted effect of over 60% in size
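ELG1-luciferase HEK293T cells, 2,000/well; compound pinned in; 16 hr, 37 °C, 5% CO2; ONE-Glo, 30 min RT; luminescence on CCD imager.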
p53 reactivator: re-activators of mutant p53; H1299 p53-A138V BP100-luciferase reporter, luminescence, 24 h; actives 0.063% (n = 320,000); Potency, µM (top dose mostly 92.2 µM), inactives show at the highest dose activity change, positive = activation, actives largely listed as activators; note: % of control where 0% means no effect; nearly all actives have a fitted effect of over 45% in size
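p53-null H1299 cells stably carrying temperature-sensitive p53-A138V and a BP100-luciferase reporter were pinned with compounds (4-point, 1:5 series) and held 24 hrs at 37 deg C. Luminescence was read 10 min after detection reagent.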
FLuc modulator: firefly luciferase modulation, counter-screen for miR-21 project; P08659; purified FLuc, Km substrates, luminescence inhibition; Potency, µM (top dose mostly 57.5 µM), without a hit: at the highest dose activity change, negative = inhibition, actives largely listed as inhibitors; actives 6.9% (n = 360,000); AID 588342;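 note: plate controls were vehicle for no effect and reference inhibitor for full effect; nearly all actives have a fitted effect of over 55% in size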
Target sequence (P08659 whole entry, looked up): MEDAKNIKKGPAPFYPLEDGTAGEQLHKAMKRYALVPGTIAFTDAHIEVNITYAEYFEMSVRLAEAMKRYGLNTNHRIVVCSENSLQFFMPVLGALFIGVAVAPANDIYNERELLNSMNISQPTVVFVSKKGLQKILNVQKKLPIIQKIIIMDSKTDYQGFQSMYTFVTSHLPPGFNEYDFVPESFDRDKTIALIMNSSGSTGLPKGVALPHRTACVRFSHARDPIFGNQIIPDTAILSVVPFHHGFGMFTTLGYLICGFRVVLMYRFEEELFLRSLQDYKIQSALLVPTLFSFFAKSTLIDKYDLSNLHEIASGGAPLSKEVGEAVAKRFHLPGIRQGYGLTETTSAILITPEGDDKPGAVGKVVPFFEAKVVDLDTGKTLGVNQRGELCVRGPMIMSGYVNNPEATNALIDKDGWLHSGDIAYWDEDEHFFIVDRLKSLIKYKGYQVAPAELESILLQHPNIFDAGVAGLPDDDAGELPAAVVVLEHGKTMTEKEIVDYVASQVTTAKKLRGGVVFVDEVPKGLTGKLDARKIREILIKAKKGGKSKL
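Biochemical qHTS of compounds, final roughly 60 µM downward over six points, against 10 nM purified firefly luciferase using Km concentrations of substrates (10 uM D-luciferin, 10 uM ATP) in Tris acetate pH 7.5 buffer; luminescence output.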
MBNL1 CUG block: MBNL1-poly(CUG) RNA binding inhibition; Q9NR56; TR-FRET MBNL1-His/biotin-(CUG)12 binding, 665/545 ratio; Potency, µM (series often up to 57.5 µM), without a hit: top-dose activity change, negative = inhibition, most hits filed as inhibitors; actives 0.036% (n = 280,000); active = well fitted inhibition curve with a large enough effect in the signal ratio, with a control signal flat, not every such curve was filed as active; inconclusive = small, poorly fitted or top-dose-only effect, or effect the other way, or a change in a side signal; inactive = no such curve, though single readings can be large or run the other way; the % refers to the signal ratio; note: % is set by controls: 0 for no effect and ±100 for the full control effect
Target sequence (Q9NR56 whole entry, looked up): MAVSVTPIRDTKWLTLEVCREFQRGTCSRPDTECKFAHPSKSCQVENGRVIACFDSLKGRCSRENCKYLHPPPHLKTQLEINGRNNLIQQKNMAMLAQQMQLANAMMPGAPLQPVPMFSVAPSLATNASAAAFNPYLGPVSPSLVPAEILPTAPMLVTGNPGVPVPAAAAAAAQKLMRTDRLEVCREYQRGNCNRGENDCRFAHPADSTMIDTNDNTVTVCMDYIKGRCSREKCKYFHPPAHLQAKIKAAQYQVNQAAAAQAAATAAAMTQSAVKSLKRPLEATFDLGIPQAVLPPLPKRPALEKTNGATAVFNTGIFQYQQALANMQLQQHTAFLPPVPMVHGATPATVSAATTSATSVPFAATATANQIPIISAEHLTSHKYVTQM
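MBNL1-His + Biotin-(CUG)12, cpd titration 92 nM–58 uM; Tb anti-His Ab 0.055 ng/ul, SA-XL665 5 nM (final); 60 min RT; ratiometric 665/545 nm, Ex 340 nm; normalized to buffer and full-complex controls.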
RORgamma inh: ROR gamma (mouse) transcription inhibition. P51450. Drosophila S2 Gal4-RORgamma UAS-luciferase reporter, 20 h. Potency, µM (series often up to 53.6 µM), without a hit: at the highest dose activity change, negative = inhibition, most hits filed as inhibitors. actives 5.4% (n = 310,000); note: % is set by controls: 0 for no effect and ±100 for the full control effect; nearly all actives have a fitted effect of over 60% in size
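Stably transfected Drosophila Schneider cells are the test system, with ROR gamma fused to Gal4 and luciferase under UAS control; luminescence is read after 20 hr of 700 uM copper sulfate induction at ambient temperature.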
uPA generation: cell surface uPA generation inhibition; cell surface uPA generation assay, qHTS; Potency, µM (series often up to 38.3 µM), inactives show top-dose activity change, negative = inhibition, hits mostly inhibitors; actives 0.31% (n = 330,000); active = well fitted inhibition curve with a large enough effect; inconclusive = small, poorly fitted or top-dose-only effect; inactive = no such curve, though single readings can be large or run the other way; tested in mouse RAW 264.7 cells; note: % is set by controls: 0 for no effect and ±100 for the full control effect; nearly all actives have a fitted effect of over 55% in size
BRCA1 expr up: activators of BRCA1 expression. MCF7-BRCA1-FFLuc reporter, luminescence, 48 h; response scale: scaled: vehicle 0%, 10 µM genistein 100%. Potency, µM (series often up to 46.1 µM), without a hit: at the highest dose activation, hits mostly activators. actives 1.1% (n = 380,000). AID 624202; note: nearly all actives have a fitted effect of over 80% in size; some results filed as inactive show a strong effect at the top dose
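Luminescence from a BRCA1-driven firefly luciferase in MCF7 cells was the read-out, taken 15 min after substrate addition following 48 h compound exposure at 37 °C. Data were normalized to a 10 microM genistein control and DMSO vehicle.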
NPC1 prom act: NPC1 promoter activation | Huh7 NPC1 promoter luciferase reporter, 24 h | Potency, µM (titrated, usually from 9.22 µM), for the others: top-dose activation, most hits filed as activators | actives 2.4% (n = 320,000) | AID 485313;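 note: % of control where 0% means no effect; nearly all actives have a fitted effect of over 60% in size; reporter is driven by a mutant NPC1 promoter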
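Readout is luciferase luminescence, reflecting NPC1 promoter activation in stably transfected Huh7 cells after 24 h compound exposure at 37 °C in reduced-serum medium with 10% FBS.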
Rab9 promoter act: activators of Rab9 promoter; Potency, µM (titrated, usually from 9.22 µM), without a hit: at the highest dose activation, negative = inhibition, hits mostly activators; actives 2.8% (n = 320,000); Huh7 Rab9 promoter-luciferase reporter, luminescence, 24 h; note: % of control where 0% means no effect; nearly all actives have a fitted effect of over 60% in size
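Measured in stably transfected Huh7 cells bearing a Rab9 promoter–luciferase construct: 24 h compound treatment at 37 °C, followed by luminescence detection.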
VP16 counter: Gal4-VP16 reporter inhibition counter-screen. Drosophila S2 Gal4-VP16 UAS-luciferase, luminescence, 20 h. Potency, µM (doses to about 53.6 µM), inactives show top-dose activity, negative = inhibition, actives largely listed as inhibitors. actives 3.5% (n = 310,000). AID 2546;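 note: Gal4-VP16 expression switched on by copper sulfate through the metallothionein promoter; % is set by controls: 0 for no effect and ±100 for the full control effect; nearly all actives have a fitted effect of over 50% in size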
Numbers without * were called inactive; ? = inconclusive; . = no result given; [ ] = dose if it differs, or a comment. Unless noted, calls come from the whole dose curve; as a rule, active = well fitted curve in the direction sought with a large enough effect; inconclusive = small, poorly fitted or top-dose-only effect, or another doubt; inactive = no such curve, though single readings can be large; an effect the other way counts as inactive or inconclusive. Potency is the fitted concentration of half-maximal effect.

canonical_smiles	ELG1 genotox	p53 reactivator	FLuc modulator	MBNL1 CUG block	RORgamma inh	uPA generation	BRCA1 expr up	NPC1 prom act	Rab9 promoter act	VP16 counter
COc1cc(OC)c(S(=O)(=O)Nc2ccccc2N2CCCCC2)cc1NC(C)=O	-3%	-1%	2%	-4%	-38%	3%	-22%	0%	-1%	5%
O=[N+]([O-])c1ccc(C[n+]2cccc3ccc4cccnc4c32)cc1	1%	11%	-1%	?	-44%	-2%	-35%	-15%	-4%	?
Cn1c(NCCCO)nc2c1c(=O)n(Cc1ccccc1F)c(=O)n2C	0%	-9%	3%	-4%	-25%	.	4%	2%	2%	-1%
COC(=O)c1ccccc1NC(=O)CSc1nc(NC(=O)c2ccccc2)c2c(C)c(C)oc2n1	-3%	4%	1%	-10%	-5%	1%	-19%	-3%	-1%	4%
COc1cccc(C(=O)NNC(=O)c2ccccc2)c1	12µM*	10%	?	-12%	-22%	18%	88%	2.5µM*	3.5µM*	-13%
Cc1ccc(/C=N/n2c(C3CCCCC3)n[nH]c2=S)o1	-1%	7%	-3%	-1%	11µM*	0%	-15%	-2%	3%	?
C=C1CC(C(=O)N/N=C/c2ccc(O)cc2)C1	1%	19%	-25%	6%[11.5 µM]	3%	5%	40%	-3%	21%	16%
Nn1c(SCc2cn3ccsc3n2)nnc1-c1ccncc1	0%	-2%	0%	-2%	0%	3%	9%	3%	9%	4%
CCc1ccccc1NC(=O)CN1CCN(C(=O)C2CCN(C(=O)/C=C/c3ccccc3)CC2)CC1	-4%	27%	.	.	.	-10%	8%	17%	0%	.
CCSc1nnc(NC(=O)c2ccc3ccccc3n2)s1	?	?	12µM*	21%	1µM*	-8%	17%	?	?	0.71µM*
CC1(C)CC(CC(=O)Nc2ccc([N+](=O)[O-])cc2)C(=O)O1 (stereo not drawn)	-1%	3%	0%	?	11%	-1%	-9%	-2%	-7%	-1%
O=C(Nc1cc2c3c(c1)CC(=O)N3CCC2)c1ccc(Br)o1	3%	4%	-9%	.	.	4%	-5%	7%	-3%	.
Cc1noc(NS(=O)(=O)c2ccc(NC(=O)C(CC(C)C)N3C(=O)c4ccccc4C3=O)cc2)c1C (stereo not drawn)	-4%	3%	1%	-3%	11%	13%	0%	-4%	0%	7%
O=C(C1CCN(c2nnc(N3CCCC3=O)s2)CC1)N1CCN(Cc2ccc3c(c2)OCO3)CC1	1%	12%	-1%	-17%	19%	2%	-27%	-7%	-1%	4%
CCc1nnc(NC(=O)c2ccc(OC)cc2OC)s1	?	15%	2.1µM*	-1%	6.3µM*	?	-46%	0.45µM*	0.45µM*	10µM*
COc1cc(C=O)ccc1OCCOCCOc1c(C)cc(Cl)cc1Cl	-1%	-8%	-4%	-2%	19%	9%	-27%	0%	0%	0%
Cc1ccccc1N(C(=O)Cc1ccsc1)C(C(=O)NC1CCCCC1)c1ccc(F)cc1 (stereo not drawn)	-1%	0%	7%	8%	-5%	9%	0%	-2%	2%	-3%
COc1ccc2c(c1)c(CC(=O)NCc1cc([N+](=O)[O-])ccc1O)c(C)n2C(=O)c1ccc(Cl)cc1	-12%	-3%	1%	-12%	?	-1%	-36%	-6%	12%	?
CN(C)c1ncc(S(=O)(=O)c2ccccc2)c(-c2ccccc2Cl)n1	-1%	-16%	1%	-4%	7%	.	-7%	-5%	0%	-5%
O=C(CSC1=NCCS1)Nc1cccc(F)c1	-5%	?	-17%	-1%	-4%	-2%	-11%	-2%	0%	8%
Cc1ccc(CNC(=O)COc2ccc(S(=O)(=O)N3CCOCC3)cc2)cc1	4%	7%	4%	.	.	-1%	10%	-4%	2%	.
CC(C)On1c(SCC(=O)N(C)C)nc2ccccc2c1=O	0%	-1%	3%	.	17%	-13%	29%	1%	-2%	3%
Cc1csc(CNC(=O)c2ccc(OC3CCN(CCc4ccccc4)CC3)cc2)n1	-2%	15%	2%	-3%	-1%	-17%	2%	2%	-4%	3%
CCOC(=O)c1c(NC(=O)C[n+]2ccc(N(C)C)cc2)sc(C)c1C	-16%	2%	4%	7%	5%	0%	2%	-22%	-19%	1%
Cc1sc2nc(C3CC3)nc(N3CCN(C(=O)c4ccc(F)cc4)CC3)c2c1C	-28%	2%	6%	8%	12%	-4%	-40%	3%	5%	-2%
CC1CN(S(=O)(=O)c2cccc(C(=O)NCc3ccccn3)c2)CC(C)O1 (stereo not drawn)	0%	-3%	.	.	.	1%	-15%	.	.	.
CCOC(=O)c1cnc(-n2nc(C)cc2C)nc1Nc1ccc(O)cc1	-9%	0%	1%	.	-41%	4%	-8%	-26%	-35%[inhibitor]	-4%
COc1ccc(S(=O)(=O)Nc2c(NC3CCCCC3)c3ccccc3oc2=O)cc1Cl	-7%	12%	2%	0%	-5%	3%	-19%	-2%	0%	-9%
Cn1nnnc1SCC(=O)N1CCN(c2cccc(Cl)c2)CC1	-6%	-4%	0%	-2%	3%	5%	-6%	-1%	-1%	24%
O=P(COCCOCCOCCOCP(=O)(c1ccccc1)c1ccccc1)(c1ccccc1)c1ccccc1	-1%	-1%	-3%	-7%	3%	-13%	-6%	-10%	0%	-6%
CN(CC(=O)Nc1cccc(F)c1)C(=O)CN1C(=O)C2CCCCC2C1=O (stereo not drawn)	2%	-3%	-2%	.	.	-4%	9%	0%	2%	.
CCCCNCC#CCOc1cc(C)ccc1C(C)C	0%	-4%	1%	-1%	17%	6%	-36%	4%	-3%	-5%
O=[N+]([O-])c1ccc2oc(C(O)c3cccc(Cl)c3)cc2c1 (stereo not drawn)	1%	-5%	0%	?	-10%	-1%	-23%	2%	-1%	-5%
CCOc1cc(/C=N/NC(=O)c2ccncc2)ccc1OC(=O)c1ccc([N+](=O)[O-])cc1	-1%	-2%	2%	?	3%	5%	4%	1%	-3%	-6%
COc1ccc(CN2C(=O)c3cccnc3C2=O)cc1S(=O)(=O)NC1CCCCC1C (stereo not drawn)	1%	-3%	-1%	20%	-13%	0%	-11%	-4%	3%	3%
COc1ccc(/C=C2\Cc3ccccc3C2=O)cc1OC	16µM*	13%	3.4µM*	?	-1%	?	35%	12%	-2%	-14%
COc1ccc(C(C)C)cc1S(=O)(=O)NCC1CCCO1 (stereo not drawn)	0%	.	0%	-1%	-6%	-1%	1%	-1%	-1%	0%
Cc1ccc(C)c(NC(=O)CN(C)C(=O)[C@@H](NC(=O)c2ccc(C(C)(C)C)cc2)C(C)C)c1	-7%	-51%[inhibitor]	9%	?	?	-2%	-66%	-2%	0%	?
Cc1nc2cc(-c3ccc(Cl)cc3)nn2c(C)c1CCC(=O)NC(C)c1ccc2c(c1)OCCO2 (stereo not drawn)	-9%	-12%	15µM*	-6%	22%	?	-64%	5%	-3%	-11%
CC1(C)N=c2ccc([N+](=O)[O-])c(N)c2=[N+]1[O-]	-7%	20%	-19%	?	-30%	10µM*	-8%	14%	11%	-20%
O=C(CCCC(=O)NCc1ccccc1)NCc1ccccc1	2%	1%	0%	-19%	-7%	5%	-1%	-4%	-3%	-11%
CC[C@@H](C)C(NC(=O)OC(C)(C)C)c1cn([C@@H](CCCCNC(=O)OC(C)(C)C)C(=O)N2CCN(C(=O)OC(C)(C)C)CC2)nn1 (stereo partly drawn)	-9%	2%	-1%	3%	38%	15%	-37%	-2%	4%	0%
Cc1cccc(C2c3[nH]c4ccccc4c3CCN2C(=O)c2cc(-c3cccn3C)n[nH]2)n1 (stereo not drawn)	-12%	-2%	3%	10%	41%	-8%	-85%	-2%	-14%	-6%
COc1cc2c(cc1OC)/C(=C/C(=O)c1cccc([N+](=O)[O-])c1)NCC2	-12%	-5%	-17%	?	8%	3%	-31%	18%	7%	-7%
Cn1c(=O)c2sccc2n2c(CCCC(=O)NCc3ccc4c(c3)OCO4)nnc12	-2%	-1%	-13%	-8%	5%	.	3%	0%	1%	-10%

Compound profiles, as listed above. Values in the order: ELG1 genotox, p53 reactivator, FLuc modulator, MBNL1 CUG block, RORgamma inh, uPA generation, BRCA1 expr up, NPC1 prom act, Rab9 promoter act, VP16 counter
CC[C@@H](C)C(NC(=O)OC(C)(C)C)c1cn([C@@H](CCCCNC(=O)OC(C)(C)C)C(=O)N2CCN(C(=O)OC(C)(C)C)CC2)nn1 (stereo partly drawn) is entered as -9%, 2%, -1%, 3%, 38%, 15%, -37%, -2%, 4%, 0%
Cn1c(=O)c2sccc2n2c(CCCC(=O)NCc3ccc4c(c3)OCO4)nnc12 is entered as -2%, -1%, -13%, -8%, 5%, ., 3%, 0%, 1%, -10%

Additional compounds follow.
canonical_smiles	ELG1 genotox	p53 reactivator	FLuc modulator	MBNL1 CUG block	RORgamma inh	uPA generation	BRCA1 expr up	NPC1 prom act	Rab9 promoter act	VP16 counter
CCOc1ccc(NC(=O)CCC(=O)NNC(=O)c2cccc([N+](=O)[O-])c2)cc1	1%	1%	.	.	.	-3%	-1%	.	.	.
C#Cc1ccc([C@H]2C=C(C(=O)NC3CC3)O[C@@H](OCC)[C@@H]2CCCO)cc1	9%	3%	1%	-4%	-3%	7%	0%	-1%	4%	-5%
N#Cc1ccc(/C=C/C(=O)c2ccc3c(c2)OCO3)cc1	0%	20%	?	-13%	-28%	?	-21%	-1%	-4%	-6%
COc1ccc(C(F)(F)F)cc1N/C=C\c1nnnn1-c1ccccc1	0%	5%	3%	-3%	23%	0%	-3%	-5%	0%	-7%
CCn1c(CC(=O)Nc2ccccc2F)nnc1SCC(=O)Nc1nnc(C)s1	-2%	0%	-1%	3%	-8%	-9%	-8%	-5%	1%	4%
